# Screening results deposited in PubChem BioAssay by National Center for Advancing Translational Sciences (NCATS).
# Pol beta inh = inhibitors of human DNA polymerase beta; P06746; Pol beta primer extension/strand displacement, fluorescence kinetic; Potency, µM (titrated, usually from 114 µM), inactives show at the highest dose activity change, negative = inhibition, most hits filed as inhibitors; hit rate 1.3% among 340,000; AID 485314; also: % is scaled to controls: 0 for no effect and ±100 for the full control effect
#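 Human Pol beta at 10 nM; strand-displacement substrate 50 nM final. Compound exposure 15 min at room temperature before start, reaction 10 min at room temperature.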
# BLM inh = inhibitors of human Bloom syndrome helicase BLM. P54132. hit rate 0.2% among 350,000. Potency, µM (highest dose often 56.1 µM), inactives show at the highest dose activity change, negative = inhibition, usual class: inhibitors. AID 2528. recombinant BLM DNA unwinding, fluorescence dequenching;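 also: plate controls were vehicle for no effect and no enzyme for full effect; nearly all actives have a fitted effect of over 35% in size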
# JMJD2A Tudor inh = JMJD2A Tudor domain (human) inhibition; O75164; AlphaScreen JMJD2A-Tudor / H3K4me3 peptide binding; hit rate 4.4% among 390,000; Potency, µM (series often up to 114 µM), for the others: top-dose activity change, negative = inhibition, usual class: inhibitors; also: % is scaled to controls: 0 for no effect and ±100 for the full control effect; nearly all actives have a fitted effect of over 50% in size
# G9a block = inhibitors of human histone lysine methyltransferase G9a; hit rate 8.8% among 350,000; Potency, µM (series often up to 102 µM), for inactives: at the top dose activity, negative = inhibition, hits mostly inhibitors; G9a H3K9 monomethylation, AlphaScreen, 2 h; Q96KQ7; also: % is scaled to controls: 0 for no effect and ±100 for the full control effect; nearly all actives have a fitted effect of over 75% in size
#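 Using a bead-based AlphaScreen, monomethylated H3K9 product from 2 h room-temperature reactions (G9a 20 nM, peptide 500 nM, SAM 20 uM) was detected with 0.5 ug/mL rabbit anti-H3K9me1 antibody.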
# POLI inh = inhibitors of human DNA polymerase iota; AID 588590; hit rate 1% among 390,000; Q9UNA4; Potency, µM (doses to about 115 µM), without a hit: at the top dose activity, negative = inhibition, hits mostly inhibitors; Pol iota fluorescent replication assay, 10 min
#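 Pol iota at 10 nM preincubated 15 min with compounds at room temperature; reaction started with fluorescent substrate, 50 nM final. Fluorescence read kinetically at 0 and 10 min; buffer-only wells as negative control.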
# Pol kappa inh = blocks human DNA polymerase kappa activity. hit rate 0.53% among 400,000. Q9UBT6. purified Pol kappa, fluorescent DNA synthesis assay, 10 min. Potency, µM (series often up to 107 µM), for inactives: top-dose activity, negative = inhibition, actives largely listed as inhibitors; also: % is scaled to controls: 0 for no effect and ±100 for the full control effect
#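 Fluorescent qHTS in 1536-well format: enzyme (10 nM) and compound sat 15 min at room temperature before 50 nM substrate (final) was added. Signal taken at 0 and 10 min; no-enzyme buffer wells were negative controls.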
# APEX1 inh = inhibitors of human APE1 endonuclease; Potency, µM (highest dose often 65.8 µM), without a hit: at the top dose activity change, negative = inhibition, most hits filed as inhibitors; hit rate 0.35% among 350,000; recombinant APE1, TAMRA/BHQ-2 abasic DNA cleavage fluorescence; P27695; AID 2517;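 also: plate controls were vehicle for no effect and reference inhibitor for full effect; nearly all actives have a fitted effect of over 55% in size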
#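 Activity was derived from the fluorescence gain between first and third kinetic reads (60 s intervals, ex 525/em 598 nm) after 50 nM THF-abasic TAMRA/BHQ-2 duplex was added to 0.75 nM APE1 preincubated 15 min with compound.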
# BAZ2B block = BAZ2B (human) inhibition. AlphaScreen BAZ2B-H3K14Ac peptide displacement. Potency, µM (titrated, usually from 114 µM), inactives show top-dose activity change, negative = inhibition, most hits filed as inhibitors. hit rate 4.4% among 360,000. AID 504333; also: % is scaled to controls: 0 for no effect and ±100 for the full control effect; nearly all actives have a fitted effect of over 60% in size
# Target sequence (Q9UIF8 whole entry, looked up): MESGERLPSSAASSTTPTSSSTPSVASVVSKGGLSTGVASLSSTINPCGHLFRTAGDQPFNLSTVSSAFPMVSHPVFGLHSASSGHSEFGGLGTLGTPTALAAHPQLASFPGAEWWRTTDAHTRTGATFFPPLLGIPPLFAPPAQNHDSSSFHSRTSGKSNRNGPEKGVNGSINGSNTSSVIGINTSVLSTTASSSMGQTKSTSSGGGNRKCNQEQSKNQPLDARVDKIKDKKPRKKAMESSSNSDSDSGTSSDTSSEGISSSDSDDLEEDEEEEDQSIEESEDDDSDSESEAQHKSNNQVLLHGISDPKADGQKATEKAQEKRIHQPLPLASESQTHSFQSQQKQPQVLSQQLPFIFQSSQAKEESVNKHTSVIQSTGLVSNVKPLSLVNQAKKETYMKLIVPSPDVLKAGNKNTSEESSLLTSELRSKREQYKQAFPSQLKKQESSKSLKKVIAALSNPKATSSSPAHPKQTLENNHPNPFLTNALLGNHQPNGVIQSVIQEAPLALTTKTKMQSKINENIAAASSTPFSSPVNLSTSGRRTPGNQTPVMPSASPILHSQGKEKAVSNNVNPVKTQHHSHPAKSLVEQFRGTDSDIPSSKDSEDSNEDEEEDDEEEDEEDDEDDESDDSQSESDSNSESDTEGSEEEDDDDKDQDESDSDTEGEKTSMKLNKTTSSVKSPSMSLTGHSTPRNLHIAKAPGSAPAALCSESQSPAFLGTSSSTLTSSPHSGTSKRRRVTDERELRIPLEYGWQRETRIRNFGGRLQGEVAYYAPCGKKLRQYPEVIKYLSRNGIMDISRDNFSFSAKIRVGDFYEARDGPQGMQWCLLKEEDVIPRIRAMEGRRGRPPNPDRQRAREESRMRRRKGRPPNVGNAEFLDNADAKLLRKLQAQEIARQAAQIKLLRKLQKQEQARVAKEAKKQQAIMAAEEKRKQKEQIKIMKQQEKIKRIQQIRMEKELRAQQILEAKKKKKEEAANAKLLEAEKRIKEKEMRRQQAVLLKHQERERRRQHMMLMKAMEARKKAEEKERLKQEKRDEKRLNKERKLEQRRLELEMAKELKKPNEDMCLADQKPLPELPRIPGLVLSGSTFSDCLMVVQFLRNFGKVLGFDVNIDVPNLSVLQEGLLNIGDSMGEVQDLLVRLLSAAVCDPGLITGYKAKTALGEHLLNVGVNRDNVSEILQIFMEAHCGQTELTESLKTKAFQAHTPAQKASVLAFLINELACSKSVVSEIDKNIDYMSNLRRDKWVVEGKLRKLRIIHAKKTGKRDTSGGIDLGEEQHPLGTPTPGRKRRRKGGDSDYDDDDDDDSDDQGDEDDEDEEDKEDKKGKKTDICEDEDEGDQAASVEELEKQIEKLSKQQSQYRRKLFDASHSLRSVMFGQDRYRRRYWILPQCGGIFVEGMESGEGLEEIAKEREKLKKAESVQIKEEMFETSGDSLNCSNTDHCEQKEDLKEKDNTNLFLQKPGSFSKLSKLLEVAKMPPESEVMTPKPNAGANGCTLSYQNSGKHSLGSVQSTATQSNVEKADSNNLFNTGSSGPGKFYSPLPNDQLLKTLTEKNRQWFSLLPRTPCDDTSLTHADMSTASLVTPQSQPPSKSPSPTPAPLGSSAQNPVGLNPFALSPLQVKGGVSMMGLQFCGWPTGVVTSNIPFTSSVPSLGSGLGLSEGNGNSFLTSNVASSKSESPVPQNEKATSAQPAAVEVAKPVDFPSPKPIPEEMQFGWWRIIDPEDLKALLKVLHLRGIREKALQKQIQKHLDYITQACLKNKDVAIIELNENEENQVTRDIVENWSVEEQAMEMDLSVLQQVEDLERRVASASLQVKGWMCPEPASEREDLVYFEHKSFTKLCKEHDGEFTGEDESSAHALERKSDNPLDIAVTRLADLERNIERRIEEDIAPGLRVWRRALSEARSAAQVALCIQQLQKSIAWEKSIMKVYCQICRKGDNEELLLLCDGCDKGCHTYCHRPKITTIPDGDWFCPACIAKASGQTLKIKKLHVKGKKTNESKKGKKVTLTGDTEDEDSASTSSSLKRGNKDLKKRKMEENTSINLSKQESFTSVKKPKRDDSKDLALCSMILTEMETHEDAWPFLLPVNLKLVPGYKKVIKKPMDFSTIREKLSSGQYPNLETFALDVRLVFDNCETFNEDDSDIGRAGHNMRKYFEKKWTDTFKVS
#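 Multi-concentration screen (max 110 uM) measuring displacement of acetylated histone H3 peptide from BAZ2B by AlphaScreen, using 50 nM protein, 50 nM peptide and 10 ug/mL streptavidin donor plus Ni-chelate acceptor beads.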
# Pol eta inh = DNA polymerase eta (human) inhibition | Q9Y253 | recombinant Pol eta, fluorescent DNA replication assay | Potency, µM (series often up to 114 µM), without a hit: at the top dose activity change, negative = inhibition, actives largely listed as inhibitors | hit rate 1.2% among 390,000 | AID 588591; also: % is scaled to controls: 0 for no effect and ±100 for the full control effect
#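 Fluorescent replication assay: 50 nM final substrate added after a 15 min room-temperature compound preincubation with 10 nM enzyme. Signal taken at 0 min and again at 10 min.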
# Numbers without * were called inactive; ? = inconclusive; · = not tested or not shown; [ ] = remark or other dose. Calls follow the shape of the dose curve; as a rule, active = well fitted curve in the direction sought with a large enough effect; inconclusive = small, poorly fitted or top-dose-only effect, or another doubt; inactive = no such curve, though single readings can be large; an effect the other way counts as inactive or inconclusive. Potency is read from the fitted curve at half-maximal effect. Not all compounds are listed; rates above refer to the full screens.
1. C/C(N)=C(/C#N)C(=O)COC(=O)CC12CC3CC(CC(C3)C1)C2
2. COc1ccc(C(=O)Nc2ccc(N3CCN(C)CC3)cc2)cc1OC
3. Cc1ccc(NC(=O)c2ncn(CCCN[C@H](C)c3cccc4ccccc34)n2)cc1C
4. O=C(Cn1c(=O)c2cc(Cl)ccc2n2nncc12)Nc1ccccc1
5. Cc1ccc(NS(=O)(=O)c2ccc(CCC(=O)NC3CC3)cc2)cc1
6. COc1ccc(Nc2nccc(-c3ccc(C#N)cc3)n2)cc1
Compound,1,2,3,4,5,6
Pol beta inh,-7%,?,·,13%,24%,1%
BLM inh,-13%,3%,·,-3%,0%,-2%
JMJD2A Tudor inh,?,-13%,?,-12%,-9%,-12%
G9a block,-3%[59 µM],·,·,1%[59 µM],-5%[59 µM],-32%
POLI inh,16%,-17%,2%,-8%,17%,-6%
Pol kappa inh,-4%,-37%,-9%,-11%,-3%,8%
APEX1 inh,-4%,5%,·,·,1%,43%[activator]
BAZ2B block,2%,-1%,·,1%,-4%,2%
Pol eta inh,-11%,-6%,-19%,-7%,3%,-23%

7. O=C(NC1CCCCC1)c1ccc(CS(=O)(=O)Cc2ccccc2F)o1
8. CC(=O)/C(CN1CCCCC1)=N\O
9. CCC(=O)NNC(=O)CSc1nnc(-c2ccccc2)c(-c2ccccc2)n1
10. COc1cc(OC)c(C(=O)NC2CCCc3ccccc32)cc1OC (stereo not given)
11. CCOc1ccccc1C(=O)NCC(=O)NCCCSc1ccccc1
12. CCC(NC(=O)C1CCC1)c1ccccc1 (stereo not given)
Compound,7,8,9,10,11,12
Pol beta inh,0%,19%,12%,25%,2%,0%
BLM inh,0%,-7%,-4%,-4%,-3%,-1%
JMJD2A Tudor inh,-11%,-8%,-12%,-26%,9%,3%[57.1 µM]
G9a block,-8%[59 µM],-6%[59 µM],-8%[0.501 µM],-17%,22%,-7%[59 µM]
POLI inh,9%,-4%,121%[activator],33%[activator],19%,22%
Pol kappa inh,-13%,-13%,-5%,-9%,9%,-16%
APEX1 inh,6%,12%,30%,0%,26%,5%
BAZ2B block,-5%,8%,-34%,-11%,-18%,4%
Pol eta inh,-1%,3%,-5%,-19%,-3%,-9%

13. COc1ccccc1CNCC(=O)Nc1ccc(N(C)C)cc1
14. O=C(Cc1ccccc1)Nc1sc2c(c1C(=O)Nc1cccc(Cl)c1)CCCCC2
15. COC(C/C=C/C(=O)[C@@H](C)OCc1ccccc1)OC
16. CCC(=O)NC1CC(=O)N(c2ccc3c(c2)OCCO3)C1 (stereo not given)
17. CCC1(CC)NC(=O)N(Cc2nc3ccccc3s2)C1=O
18. O=C(CS(=O)(=O)c1ccccc1)N(CCCN1CCOCC1)c1nc2c(F)cccc2s1
Compound,13,14,15,16,17,18
Pol beta inh,37%,-2%,·,-3%,3%,·
BLM inh,-2%,1%,·,2%,2%,·
JMJD2A Tudor inh,4µM*,0%,-4%,-10%,-6%,-14%
G9a block,-10%[2.33 µM],-29%[59 µM],·,-12%[59 µM],9%,?
POLI inh,-11%,-3%,6%,1%,33%[activator],7%
Pol kappa inh,-8%,4%,12%,-4%[60.1 µM],-8%,-10%
APEX1 inh,7%,·,·,·,-4%,13%
BAZ2B block,50µM*,2%,·,2%,-17%,-23%
Pol eta inh,-14%,-15%,3%,4%,2%,-25%

19. Cc1c(C(=O)N(Cc2ccc(N(C)C)cc2)Cc2ccco2)oc2cc(Br)ccc12
20. O=C(CN1C(=O)NC2(CCCC2)C1=O)OCCOc1cccc(Br)c1
21. O=C(NCCn1cccn1)C1CCC(=O)N(CCc2ccc(Cl)cc2)C1 (stereo not given)
22. CC(=O)NCCc1cc2ccc(C)cc2[nH]c1=O
23. CCn1nc(NC(=O)CC(C)C)c2cc3ccc(C)cc3nc21
24. O=C(Cc1cccs1)Nc1ccc(F)c(F)c1
Compound,19,20,21,22,23,24
Pol beta inh,-14%,·,19%,87%,11%,2%
BLM inh,-6%,·,0%,-1%,-17%,-1%
JMJD2A Tudor inh,18µM*,1%,-9%,-13%,7%,1%
G9a block,?,-32%,7%,16%,-5%,·
POLI inh,5%,25%,30%[activator],34%[activator],?,53%[activator]
Pol kappa inh,-10%,1%,8%,-3%,-1%,-4%
APEX1 inh,·,46%[activator],20%,0%,0%,-11%
BAZ2B block,?,-2%,3%,5%,9%,1%
Pol eta inh,·,-22%,-4%,-15%,-3%,-7%

25. CC1=C(c2ccc(C(C)C)cc2)S(=O)(=O)N=C1N1CCC(C(=O)NCc2ccc(C)o2)CC1
26. COC(=O)c1ccc(NC(=O)Nc2ccc3c(c2)nc(C)n3C)cc1
27. O=C(Nc1ccc(Cl)cc1)C1CCCN(c2ncnc3c2nc2n3CCCCC2)C1 (stereo not given)
28. CCOC(=O)Cc1csc(NC(=O)/C=C/c2cccc(Br)c2)n1
29. CC(C)(C)OC(=O)NCCCCCNC(=O)c1[nH]cnc1C(=O)N[C@@H](Cc1ccccc1)C(=O)OCc1ccccc1
30. CC(Sc1nc(-c2ccccc2)cc(=O)[nH]1)C(=O)O (stereo not given)
Compound,25,26,27,28,29,30
Pol beta inh,1%,-25%,?,-20%,?,21%
BLM inh,0%,-4%,-9%,-1%,-17%,3%
JMJD2A Tudor inh,-10%,-4%,-22%,-8%,-34%,1%
G9a block,3%[59 µM],-2%,·,7%,-8%[59 µM],?
POLI inh,-4%,31%[activator],19%,-15%,-10%,-7%
Pol kappa inh,0%,0%,-21%,3%,-10%,-7%
APEX1 inh,·,2%,-21%,-4%,-8%,2%
BAZ2B block,2%,0%,-9%,-13%,-12%,-26%
Pol eta inh,·,-11%,-9%,-27%,-8%,-3%

31. CC(C)n1nc(C(=O)NCc2ccc3c(c2)OCO3)c2ccccc2c1=O
32. CCCN(CCC)S(=O)(=O)c1ccc(NC(=O)C2CCCO2)cc1 (stereo not given)
33. CCCN1CCN(C(=O)CCCn2c(C)c3cnn(-c4ccccc4)c(=O)c3c2C)CC1
34. O=C1C(=Cc2ccc(Br)o2)C(=O)c2ccccc21
35. CCN(CC)c1ccc(C=Nc2ccccc2)c(O)c1
36. N#CCSc1ccccc1NC(=O)CN1C(=O)C2CC=CCC2C1=O (stereo not given)
Compound,31,32,33,34,35,36
Pol beta inh,1%,-16%,-3%,1.4µM*,-19%,·
BLM inh,-7%,1%,0%,-2%,-3%,·
JMJD2A Tudor inh,-3%,-21%,-21%,7.9µM*,-35%,-16%
G9a block,-4%,-10%[59 µM],?,20µM*,?,45µM*
POLI inh,-19%,-5%,6%,1.1µM*,?,-6%
Pol kappa inh,1%,-5%,-6%,?,-4%,8%
APEX1 inh,10%,0%,14%,8.9µM*,-2%,11%
BAZ2B block,-15%,1%,-3%,13µM*,-38%,11%
Pol eta inh,-15%,-12%,-15%,0.79µM*,-19%,5%

37. COc1cc(S(=O)(=O)n2cnc3ccccc32)ccc1Br
38. CCOc1ccc(NS(=O)(=O)c2cccc(C(=O)N3CCN(C/C=C/c4ccccc4)CC3)c2)cc1
39. Cc1cn(C2CCCCO2)c(=O)[nH]c1=O (stereo not given)
40. CCOC(=O)C1=C(C)NC(C)=C(C(=O)OC)[C@@H]1c1cccc([N+](=O)[O-])c1
41. COc1ccc(C2=NN(C(C#N)c3ccc(OC)cc3)C(c3ccccc3)C2)cc1 (stereo not given)
42. COc1ccc(-c2csc(NC3OC(=O)c4c3ccc(OC)c4OC)n2)cc1OC (stereo not given)
Compound,37,38,39,40,41,42
Pol beta inh,-3%,·,·,·,3%,0%
BLM inh,-3%,·,·,-5%[21.4 µM],-6%,1%
JMJD2A Tudor inh,-12%,?,-4%,·,55%[activator],-7%
G9a block,·,·,·,1%[21.5 µM],1%,·
POLI inh,8%,10%,-8%,·,10%,6%
Pol kappa inh,-10%,-14%,-4%,-7%[12 µM],-12%,-5%
APEX1 inh,-3%,·,·,-7%[21 µM],-2%,25%
BAZ2B block,-8%,·,·,·,99%[activator],-7%
Pol eta inh,-14%,-24%,-17%,·,?,-15%

43. CC1(C)CNC(=O)c2sc(NC(=O)c3ccccc3)nc2C1
44. CCOC(=O)Nc1ccc(C(=O)/C=C/c2ccccc2)cc1
45. COc1cc(OC)c(OC)cc1CN(C)CC1CCCN(CCc2ccccc2F)C1 (stereo not given)
46. COc1ccccc1CNC(=O)CN1C(=O)NC(c2ccccc2)(c2ccccc2)C1=O
47. Cc1ccc2nsnc2c1S(=O)(=O)N(CCO)Cc1cc2cc3c(cc2[nH]c1=O)OCCO3
48. C[C@H](CO)N1C[C@H](C)[C@@H](CN(C)Cc2ccccc2)Oc2c(NS(=O)(=O)c3ccccc3)cccc2C1=O
49. Cc1c(C(=O)O)oc2c1C(=O)CC(C)(C)C2
Compound,43,44,45,46,47,48,49
Pol beta inh,2%,72%,2%,·,27%,·,-22%
BLM inh,-6%,-10%,-2%,·,3%,·,-4%
JMJD2A Tudor inh,-16%,-15%,-24%,1%,-12%,-5%,1%
G9a block,8%,·,·,·,-10%,·,·
POLI inh,26%,?,-18%,16%,-4%,11%,32%[activator]
Pol kappa inh,-4%,-5%,-3%,2%,4%,14%,-1%
APEX1 inh,-1%,16%,5%,13%,-2%,27%,7%
BAZ2B block,-11%,-29%,-11%,·,-4%,·,-4%
Pol eta inh,-7%,?,-10%,-23%,-1%,-14%,-9%
